KOR beta-arrestin-1 = KOR agonists, beta-arrestin recruitment, primary screen, cell-based, luminescence, uHTS (AID 1777). 280,000 tested, 0.02% active. activation, % at 10 µM, or EC50 in µM where a hit was titrated. Kappa-type opioid receptor (Homo sapiens). KOR beta-arrestin recruitment, luminescence; higher % means a stronger effect; in the data active means activation above about 50%, passing the limit was not always enough; further: a part of the inactive calls stands beside numbers as strong as those of hits
LYP phosphatase = inhibitors of LYP phosphatase, biochemical, fluorescence intensity, uHTS (AID 1779). recombinant LYP phosphatase, fluorescence intensity; higher % means a stronger effect. Tyrosine-protein phosphatase non-receptor type 22 (Homo sapiens). 290,000 tested, 0.054% active. inhibition, % at 11.5 µM; hits with a dose series show IC50 in µM;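 further: plate controls were vehicle with enzyme for no effect and no enzyme for full effect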
NOD1 inhibition = NOD1 signaling inhibitors, primary screen, cell-based, luminescence, uHTS (AID 1578); NOD1-driven NF-kB luciferase reporter cells, luminescence; higher % means a stronger effect; inhibition, % at 4 µM, or EC50 in µM where a hit was titrated; 290,000 tested, 1% active; in the data active means inhibition mostly above about 36%, no sharp cut-off; inactive means mostly below about 34%;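 further: HEK-293T reporter cells stimulated with the NOD1 agonist gamma-tri-DAP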
human PMI inhibitors = human PMI inhibitors, high substrate, primary screen, biochemical, fluorescence intensity, high mannose 6-phosphate (AID 1220) | Mannose-6-phosphate isomerase (Homo sapiens) | recombinant PMI enzyme, coupled fluorescence intensity; higher % means a stronger effect | one-dose inhibition, % at 20 µM; IC50 in µM for titrated hits | 190,000 tested, 0.66% active
XIAP antagonists = XIAP antagonists, biochemical, IAP family, fluorescence polarization (AID 1018). E3 ubiquitin-protein ligase XIAP (Homo sapiens). displacement, % at 20 µM; hits with a dose series show IC50 in µM. XIAP BIR domain, fluorescence polarization peptide displacement; higher % means a stronger effect. 200,000 tested, 0.007% active; in the data active means displacement above about 50%; further: a part of the inactive calls stands beside numbers as strong as those of hits
PMI inhibitors = inhibitors of human PMI, primary screen, biochemical, fluorescence intensity, coupled assay (AID 1209); Mannose-6-phosphate isomerase (Homo sapiens); purified PMI enzyme, coupled fluorescence intensity; higher % means a stronger effect; inhibition, % at 20 µM, or IC50 in µM where a hit was titrated; 190,000 tested, 0.42% active;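 further: plate controls were DMSO vehicle for no effect and wells lacking substrate for full effect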
KOR beta-arrestin-2 = KOR antagonists, beta-arrestin recruitment, cell-based, luminescence, uHTS (AID 1778); KOR beta-arrestin recruitment, luminescence, antagonist mode; higher % means a stronger effect; inhibition, % at 10 µM, or IC50 in µM where a hit was titrated; 290,000 tested, 0.091% active; further: strong numbers were not always called active
TNAP activators = human TNAP enzyme activators, primary screen, biochemical, luminescent, no phosphate acceptor, uHTS (AID 1001). Alkaline phosphatase, tissue-nonspecific isozyme (Homo sapiens). 200,000 tested, 0.03% active. one-dose activation fold at 20 µM; EC50 in µM for titrated hits. purified TNAP, luminescent activation assay, no phosphate acceptor; higher activation fold means a stronger effect; in the data active means activation fold from about 3, or a potency from the dose series; inactive means the rest, 99 in 100 with activation fold below about 1.6; further: many of its hits are not listed in these tables
HEK293 NOD2/NF-kB = NOD2 signaling inhibitors, cell-based, luminescence, uHTS, HEK293 (AID 1566); HEK293 NOD2/NF-kB luciferase reporter, luminescence; higher % means a stronger effect; one-dose inhibition, % at 4 µM; EC50 in µM for titrated hits; 290,000 tested, 0.63% active; further: many of its hits are not listed in these tables
* hit, by the source's call; / = not tested or not shown; [ ] = another dose, or the depositor's remark. Unless noted, no stated cut-off is given here; in the data, active means inhibition above about 50%; inactive means the rest.

compound,human PMI inhibitors,KOR beta-arrestin-2,HEK293 NOD2/NF-kB,XIAP antagonists,TNAP activators,PMI inhibitors,NOD1 inhibition,KOR beta-arrestin-1,LYP phosphatase
CC(C)(C)c1ccc(O)c(N=Cc2cc(Br)ccc2O)c1,39%,0%[20 µM],14%,-5.9%,1,40%,-7%,/,0%
CCCC(c1nnnn1CCc1ccccc1)N1CCN(C(=O)c2ccco2)CC1 (stereo not given),-5%,-13%,15%,-3.5%,1.1,-3%,9%,-6.4%,-7%
O=[N+]([O-])c1ccc(N2N=C(c3ccccc3)CC2c2ccccc2O)cc1 (stereo not given),/,33%,-15%,/,/,/,-4%,0.1%,-4%
CC1(C)CC(=O)C(CC2=C(O)CC(C)(C)CC2=O)=C(O)C1,12%,-9%,8%,-4.6%,1.1,39%,-11%,-0.3%,-5%
COc1nn(-c2nc(-c3ccccc3)cc(C(F)(F)F)n2)cc1[N+](=O)[O-],3%,17%,5%,-1.6%,1,12%,-28%,-4.0%,-6%
CCOC(=O)Cc1csc(NC(=O)c2c(C)noc2C)n1,/,4%,5%,/,/,/,-16%,1.5%,-8%
O=C(CN1CCN(c2ccc(O)cc2)CC1)Nc1ccc(SC(F)F)cc1,46%,5%,-3%,-2.0%,1.1,30%,-4%,5.8%,3%
C=CCOC(=O)C1=C(C)NC(=S)C(C#N)(CC=C)C1c1ccccc1Cl (stereo not given),/,12%,9%,/,/,/,-10%,1.0%,11%
Cn1c(NC(=O)/C=C/c2ccc(Cl)c(Cl)c2)cc(=O)n(C)c1=O,-8%,13%,-37%,-13%,1.2,-5%,14%,-0.8%,-5%
COc1ccc(CNC(=O)C(OC(=O)c2ccco2)c2ccc(F)cc2)cc1 (stereo not given),/,1%,6%,/,/,/,-16%,-1.6%,-10%
Cc1ccc(-n2c(=O)c3cc4c(=O)n(-c5ccc(C)c(C)c5)c(=O)c4c(C(=O)c4ccc(C(=O)O)cc4)c3c2=O)cc1C,/,3%,-6%,/,/,/,-3%,-0.5%,86%*
CC(=O)N1c2ccc(S(=O)(=O)N3CCCC3C(=O)Nc3cccc(F)c3)cc2CC1C (stereo not given),/,-30%[20 µM],19%,/,/,/,7%,-0.3%,-8%
CCOC(=O)N1CCN(C(=O)c2ccc(CN(c3ccccc3)S(C)(=O)=O)cc2)CC1,-4%,-10%,-2%,-5.6%,1,-8%,-21%,-5.8%,2%
O=C(Oc1cccc(C(=S)N2CCOCC2)c1)c1cccc(Cl)c1,/,20%,10%,/,/,/,-15%,-0.1%,-10%
CCCC(=O)NC(=S)Nc1cccc(C(C)=O)c1,9%,4%,-9%,-4.7%,1,16%,-20%,1.6%,-9%
COc1c(/C=N/NS(=O)(=O)c2ccc(C)cc2)c(CCN(C)C(C)=O)cc2c1OCO2,/,-14%,24%,/,/,/,-2%,-0.7%,-6%
Cc1cccn2c(=O)c(/C=N/O)c(Nc3ccccc3F)nc12,/,-17%,31%,/,/,/,3%,5.7%,-6%
CCCS(=O)(=O)c1ncc(Cl)c(C(=O)Nc2ccc(S(=O)(=O)Nc3ncccn3)cc2)n1,/,-1%,3%,/,/,/,-3%,-6.8%,-12%
Cc1cc(C(F)F)nn1CC(=O)NCc1ccco1,2%,-33%,8%,-6.3%,1.1,4%,-14%,1.9%,1%
O=C1OC2(c3ccccc3)C3CCCC2C13,-1%,26%,18%,-2.8%,1.1,-2%,1%,-1.7%,-6%
O=C(CC1NC(=S)NC1=O)c1ccc(Cl)cc1 (stereo not given),/,15%,19%,/,/,/,9%,1.7%,-11%
O=C(NCC(F)(F)F)Nc1cccnc1,0%,27%,0%,-5.4%,1.1,-2%,-10%,-1.8%,-2%
COc1ccc(N(CC(=O)NCc2ccco2)S(C)(=O)=O)cc1OC,-7%,-4%,6%,-0.2%,1,-9%,-2%,2.2%,-2%
c1ccc(C(c2nnnn2Cc2ccco2)N2CCN(C3CCCC3)CC2)cc1 (stereo not given),-15%,-13%,-2%,-2.6%,1.1,-1%,-9%,2.8%,-4%
CCCCn1c(SCC(=O)NC2CC(C)(C)NC(C)(C)C2)nc2cc(S(N)(=O)=O)ccc21,/,39%,14%,/,/,/,-3%,2.0%,-6%

3 of the entries above in order of their number in TNAP activators, low to high:
compound,human PMI inhibitors,KOR beta-arrestin-2,HEK293 NOD2/NF-kB,XIAP antagonists,TNAP activators,PMI inhibitors,NOD1 inhibition,KOR beta-arrestin-1,LYP phosphatase
COc1nn(-c2nc(-c3ccccc3)cc(C(F)(F)F)n2)cc1[N+](=O)[O-],3%,17%,5%,-1.6%,1,12%,-28%,-4.0%,-6%
Cc1cc(C(F)F)nn1CC(=O)NCc1ccco1,2%,-33%,8%,-6.3%,1.1,4%,-14%,1.9%,1%
Cn1c(NC(=O)/C=C/c2ccc(Cl)c(Cl)c2)cc(=O)n(C)c1=O,-8%,13%,-37%,-13%,1.2,-5%,14%,-0.8%,-5%

Additional entries follow:
compound,human PMI inhibitors,KOR beta-arrestin-2,HEK293 NOD2/NF-kB,XIAP antagonists,TNAP activators,PMI inhibitors,NOD1 inhibition,KOR beta-arrestin-1,LYP phosphatase
O=C1c2ccccc2C(=O)N1CCc1csc(-c2ccc(F)cc2)n1,16%,3%,-2%,-4.9%,1,18%,4%,0.5%,-3%
CN1c2ccccc2C(=O)/C(=C\Nc2ccc(F)cc2)S1(=O)=O,/,6%,-8%,/,/,/,-12%,-0.3%,-4%
CSCCC(NC(N)=O)C(=O)Nc1ccc2ccccc2c1 (stereo not given),14%,-17%,-5%,-4.1%,1.1,10%,-18%,0.3%,1%
COc1ccc(/C=C/C(=O)NC(=S)N2CCN(C)CC2)cc1,-10%,11%,13%,-1.9%,1.1,-7%,-27%,-4.1%,8%
O=C1/C(=C/c2ccc(F)cc2)SC(=S)N1Nc1ncc(C(F)(F)F)cc1Cl,-9%,49%,-4%,-3.1%,0.8,-4%,-11%,-3.5%,5%
Cc1ccc(CSCC2Nc3ccc(C(=O)N4CCN(c5cccc(C)c5)C(C)C4)cc3NC2=O)cc1 (stereo not given),/,-24%,5%,/,/,/,1%,-1.9%,-5%
CCn1c(COc2ccccc2)nnc1SCC(=O)c1cccc([N+](=O)[O-])c1,-2%,3%,7%,-4.3%,1,-1%,-8%,1.4%,2%
CC(C)CNS(=O)(=O)c1ccc(S(=O)(=O)N2CCC(N3CCCCC3)CC2)cc1,/,1%,1%,/,/,/,-14%,1.3%,-4%
Cc1noc(NS(=O)(=O)c2ccc(NC(=O)COc3ccc(Cl)cc3Cl)cc2)c1C,-9%,-70%,-10%,-1.7%,1.1,-2%,43%,1.9%,1%
CC(=O)c1c(C)[nH]c(C(=O)Nc2cccc(S(=O)(=O)N3CCOCC3)c2)c1C,13%,22%,9%,-14%,1,17%,-34%,-1.0%,-7%
CSc1sc(-c2n[nH]c(=S)n2C)c2c1C=CCC2,/,-12%,18%,/,/,/,1%,7.0%,-12%
O=C(NC(Cc1ccccc1)C(=O)O)/C(=C/c1cccc([N+](=O)[O-])c1)NC(=O)c1cccc(Br)c1 (stereo not given),/,32%,10%,/,/,/,-10%,-2.0%,-4%
COc1cccc(-c2cc(C(=O)Nc3cccnc3Cl)no2)c1,/,-19%,6%,/,/,/,-42%,0.6%,-7%
C/C(=N\NC(=O)C1CC1)c1ccccc1O,-9%,-19%,9%,-4.0%,1.2,-5%,-40%,-3.0%,0%
COc1ccc(Cc2nc3c4c(ncn3n2)Oc2c(ccc3ccccc23)C4c2ccc(OC)c(OC)c2)cc1 (stereo not given),7%,-32%,24%,-3.2%,1,12%,-19%,-3.0%,-6%
CCN(CC)S(=O)(=O)c1ccc(N2CCCC2)c(NS(=O)(=O)c2cccs2)c1,-24%,2%,1%,-5.3%,1.1,-37%,-26%,-2.8%,4%
COc1ccc(/C=C2\Sc3ccc(C(=O)N4CCOCC4)cc3N(C)C2=O)cc1,/,15%,17%,/,/,/,-11%,-6.1%,-11%
CC1=NNC(=O)C1C(c1ccc(Cl)cc1)C(C#N)C#N (stereo not given),/,10%,8%,/,/,/,-7%,3.4%,-5%
Cc1ccccc1NC(=O)CSc1nnc(C)c(=O)[nH]1,1%,-27%,9%,-3.9%,1.1,0%,-24%,0.9%,-6%
Cc1cc(NC(=O)CSc2nc3ccccc3c(=O)n2C2CCCC2)no1,-3%,-115%,9%,-5.8%,1.1,-1%,13%,2.5%,-7%
C/C(=N\OCc1nc2ccccc2c(=O)n1/N=C/c1cc(C)cc([N+](=O)[O-])c1O)c1ccccc1,/,-17%,27%,/,/,/,7%,/,1%
COC(=O)c1cn(C(=O)c2ccc(C)cc2C)c2ccccc12,29%,-49%,-50%,-22%,1.1,16%,-33%,-0.1%,3%
CCN(CC1CCCN(CCc2cccc(OC)c2)C1)C(=O)c1ccoc1 (stereo not given),/,2%,-4%,/,/,/,-24%,2.7%,-12%
CCN1CCN(S(=O)(=O)c2c[nH]c(C(=O)OC)c2)CC1,/,5%[20 µM],12%,/,/,/,-5%,-2.0%,-7%
COc1ccccc1NC(=O)c1ccc(Cl)c(S(=O)(=O)N2CCCCC2)c1,/,-4%,16%,/,/,/,5%,4.2%,-5%

The list goes on:
compound,human PMI inhibitors,KOR beta-arrestin-2,HEK293 NOD2/NF-kB,XIAP antagonists,TNAP activators,PMI inhibitors,NOD1 inhibition,KOR beta-arrestin-1,LYP phosphatase
Cc1ccc(S(=O)(=O)N2CCN(C(=O)c3ccccn3)CC2)c(C)c1,-4%,-2%,20%,-5.9%,1,-11%,-2%,-2.9%,-9%
O=C(COc1ccc(/C=N/NC(=O)c2ccc(O)cc2)cc1)Nc1cccc([N+](=O)[O-])c1,-22%,-278%,5%,-9.8%,1,-12%,-2%,16%,57%*
CCOC(=O)N/N=C/c1ccc(N(CC)CC)cc1O,53%*,7%,-25%,34%,2.1,17%,-33%,-2.2%,2%
C=C1CCN(C(Cc2ccccc2)C(=O)OC)S(=O)(=O)c2ccc(F)cc21 (stereo not given),/,15%,-4%,/,/,/,-6%,-1.2%,-9%
COc1ccc2cc(CN(CC3CCCO3)S(=O)(=O)c3ccccc3Cl)c(=O)[nH]c2c1 (stereo not given),-2%,-34%,-2%,-5.5%,1.1,-4%,-20%,10%,5%
COc1cc(CCCN2C(=S)NC[C@@H]2c2ccccc2)cc(OC)c1OC,5%,1%,-13%,-5.4%,1,8%,-38%,1.3%,0%
NC(=O)C1CCCN(C(=S)Nc2cccc3ccccc23)C1 (stereo not given),15%,18%,9%,-0.8%,1.1,3%,-1%,1.5%,-7%
Cc1ccc(-c2nn(-c3ccccc3)cc2C(=O)N2CCOCC2)cc1C,4%,-8%,4%,-0.4%,1.1,4%,-33%,-4.4%,-2%
Cc1onc(-c2ccccc2Cl)c1C(=O)Nc1ccccc1C(N)=O,3%,-2%,22%,-4.3%,1.1,-5%,4%,-0.5%,3%
Cc1csc(C(=O)O)c1-n1cccc1,1%,-13%,18%,-1.1%,1.2,2%,17%,4.0%,-8%
COc1ccc(-c2cc(C(=O)Nc3c(C)nn(Cc4ccccc4Cl)c3C)no2)cc1OC,6%,-22%,10%,0.6%,1.1,5%,15%,-4.3%,-5%

Only part of the results is shown; rates above refer to the full screens.
